M1 antag = antagonists of human M1 muscarinic receptor | CHO-K1 hM1, Fluo-8 calcium fluorescence, ACh EC80 antagonist | inhibition, % at 3 µM | actives 1.3% (n = 360,000) | AID 588852;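 active = percent inhibition above its own plate's cutoff, namely the mean of that plate's compound wells plus 3 SD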;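 note: peak over basal fluorescence ratio during 140 s after agonist addition; 0% = ACh EC80 plus DMSO and 100% = DMSO alone without agonist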
Target sequence (P11229 whole entry, looked up): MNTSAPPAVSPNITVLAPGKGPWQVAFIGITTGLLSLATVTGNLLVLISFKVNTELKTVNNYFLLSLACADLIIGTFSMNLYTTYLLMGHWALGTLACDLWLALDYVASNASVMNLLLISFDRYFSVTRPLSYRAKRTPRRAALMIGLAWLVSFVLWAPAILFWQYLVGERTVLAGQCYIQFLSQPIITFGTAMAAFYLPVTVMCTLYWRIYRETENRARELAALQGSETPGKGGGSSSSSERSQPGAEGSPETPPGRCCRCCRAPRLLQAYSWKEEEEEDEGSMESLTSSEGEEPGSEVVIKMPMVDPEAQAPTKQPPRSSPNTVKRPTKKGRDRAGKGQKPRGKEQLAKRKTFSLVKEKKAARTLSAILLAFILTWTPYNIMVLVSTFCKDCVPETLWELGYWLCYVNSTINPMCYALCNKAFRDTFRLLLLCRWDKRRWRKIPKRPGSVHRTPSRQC
CHRM1 agonist = human M1 muscarinic receptor agonism; P11229; CHO-K1 hM1, Fluo-8 calcium fluorescence, agonist mode; 0% DMSO, 100% acetylcholine EC100; activation, % at 3 µM; actives 0.33% (n = 360,000);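 active = activation above the run's mean compound activation plus 3 SD, cut at about 16% in these data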;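 note: peak over basal fluorescence ratio within a 140 s kinetic read after compound addition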
OXTR agonist = agonists of human oxytocin receptor; activation, % at 3 µM; AID 2435; CHO-OTR cells, Fluo-8 calcium fluorescence; normalized: DMSO 0%, oxytocin 100%; P30559; actives 0.32% (n = 320,000);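 active = activation above the mean of all tested compounds plus 3 SD, cutoff set per screening run, cut at about 20% in these data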;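 note: peak over basal fluorescence ratio from a 100 s FLIPR kinetic read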
V1R ag counter = counter-screen for oxytocin receptor agonists: human V1a receptor agonists; P37288; CHO-V1R cells, Fluo-8 calcium fluorescence, agonist mode; 0% DMSO, 100% 3 nM vasopressin; activation, % at 3 µM; actives 0.25% (n = 320,000); AID 2797;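 active = activation above the mean activation of all tested compounds plus 3 SD, per screening run, cut at about 20% in these data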;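 note: signal is peak over basal fluorescence ratio across a 100 second FLIPR read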
TAAR1 ag = human TAAR1 agonism | activation, % at 3 µM | actives 0.99% (n = 360,000) | Q96RJ0 | CHO RD-HGA16 TAAR1, Fluo-8 calcium fluorescence; vehicle wells 0%, saturating PEA agonist 100%;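 active = activation above the mean activation of all test compounds in the run plus 3 SD, cut at about 38% in these data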
Target sequence (Q96RJ0 whole entry, looked up): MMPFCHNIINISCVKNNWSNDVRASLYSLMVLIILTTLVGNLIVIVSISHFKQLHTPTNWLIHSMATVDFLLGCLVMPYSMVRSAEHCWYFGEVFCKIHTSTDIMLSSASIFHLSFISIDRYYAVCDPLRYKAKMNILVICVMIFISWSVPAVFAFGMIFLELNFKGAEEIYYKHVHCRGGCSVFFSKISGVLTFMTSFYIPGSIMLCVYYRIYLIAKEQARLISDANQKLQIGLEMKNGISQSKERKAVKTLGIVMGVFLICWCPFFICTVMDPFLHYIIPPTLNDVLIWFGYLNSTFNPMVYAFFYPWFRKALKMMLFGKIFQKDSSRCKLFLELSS
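Assay system: CHO-derived RD-HGA16 cells with stable Gα16 and human TAAR1; timing: 17-24 h seeding, 75 min 37 °C dye, 30 min RT; read-out: % activation from peak over basal fluorescence ratio, DMSO-to-PEA scaled; measured by: kinetic Fluo-8 calcium fluorescence; benchmarks: low control DMSO, high control PEA (EC100); doses: 3 µM single concentration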
OXTR potentiator = potentiators of human oxytocin receptor | P30559 | CHO-OTR cells, Fluo-8 calcium fluorescence, potentiator mode; 0% = oxytocin EC15, 100% = EC100 | activation, % at 3 µM | actives 0.061% (n = 320,000) | AID 2445;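 active = activation above that plate's cutoff, the mean activation of tested compounds plus 3 SD, cut at about 6.6% in these data, passing the limit was not always enough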;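 note: 100% uses oxytocin at 75 nM as the full agonist control; some results filed as inactive read as strong as hits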
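Assay system: CHO cell line stably expressing human OTR | Also added: Oxytocin at about EC15, sub-maximal agonist stimulus | Times: Compound 6 min at room temperature before oxytocin, 100 s read | Measured by: Fluo-8 intracellular calcium fluorescence, ex 470-495, em 515-575 nm | Controls: EC15 oxytocin alone as 0%, 75 nM oxytocin as 100%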
CHO parental Ca = counter-screen for OX1R antagonists: effect in parental CHO cells; parental CHO-K1, ATP-induced calcium, Fluo-8 fluorescence; inhibition, % at 5.6 µM; actives 0.63% (n = 330,000);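 active = inhibition above that plate's mean sample inhibition plus 3 SD, cut at about 26% in these data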;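 note: 0% = ATP-challenged DMSO wells and 100% = DMSO wells without ATP; some compounds past the cut are filed as inactive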
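Material: Parental CHO cells | Reagent: ATP | Compound dosing: Single nominal dose of 5.6 µM per compound | Detection: Intracellular calcium via Fluo-8 no-wash fluorescent dye | Read-out: % inhibition of ATP-induced calcium mobilization | Benchmarks: Low control ATP plus DMSO, high control DMSO only | Replicates: Singlicate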
CHRM1 PAM = human CHRM1 positive allosteric modulation. CHO-K1 hM1, Fluo-8 calcium fluorescence, ACh EC20; 0% = ACh EC20, 100% = maximal ACh. AID 588819. P11229. activation, % at 3 µM. actives 0.088% (n = 360,000); in the data active = activation above about 19%, passing the limit was not always enough
TAAR1 antag = human TAAR1 antagonism; Q96RJ0; CHO RD-HGA16 TAAR1, Fluo-8 calcium fluorescence, antagonist; inhibition, % at 3 µM; actives 1.5% (n = 360,000);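 active = inhibition above a per-plate cutoff, the mean inhibition of test compounds on that plate plus 3 SD, cut at about 49% in these data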;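 note: 0% = DMSO plus EC80 beta-PEA response and 100% = DMSO alone without agonist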
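Assay system: RD-HGA16 CHO cells with stable hTAAR1 and Gα16 / Reagent: EC80 β-phenethylamine stimulus / Doses: 3 µM, single point / Timing: dye loading 75 min at 37 °C, then 30 min room temperature / Measured by: Fluo-8 intracellular calcium dye fluorescence, real-time kinetic reads / Controls: vehicle wells and EC80 agonist wells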
Numbers without * were called inactive; . = not tested or not shown. Random draw from the library. About 3.7% of those tested had a hit in this group.

cpd | molecule | M1 antag | CHRM1 agonist | OXTR agonist | V1R ag counter | TAAR1 ag
1 | O=C(Cc1ccccc1)Nc1ccc2c(c1)OC1(CCCC1)O2 | -3 | -7 | -0.5 | -1.0 | 6
2 | Cc1ccc(OCCN(C)C(=O)C2CCC(=O)N(CCCN3CCOCC3)C2)cc1 (configuration not stated) | 0 | -4 | 0.4 | 0.1 | 2
3 | Cc1sc2ncnc(SCC(=O)NC(C)C(C)C)c2c1C (configuration not stated) | -3 | -4 | -1.9 | -1.0 | 7
4 | Cc1cc(C(=O)OCC(=O)N2CCOCC2)c(C)n1-c1ccccc1 | 0 | -5 | 1.7 | 1.1 | 6
5 | COc1cccc(C(=O)N2CCN(S(=O)(=O)Cc3ccccc3)CC2)c1 | 0 | -2 | 0.4 | 1.8 | 10
6 | COc1cccc(CNn2c(-c3cccc(C)c3)nc3ccccc3c2=O)c1O | 4 | -4 | -2.4 | -1.3 | 4
7 | OCCNc1ncnc2ccc(Br)cc12 | 14 | 0 | 0.9 | -0.1 | 22
8 | COc1ccc2nc(SCC(=O)Nc3c(C)cccc3C)[nH]c2c1 | -12 | -3 | -1.2 | -0.8 | 1

cpd | OXTR potentiator | CHO parental Ca | CHRM1 PAM | TAAR1 antag
1 | 2 | -9 | -3 | -5
2 | -11 | 6 | 8 | -40
3 | -23 | -3 | 0 | -13
4 | 3 | 7 | 2 | -14
5 | -6 | -11 | 7 | -20
6 | -4 | -20 | -3 | 54*
7 | -18 | 2 | -2 | 3
8 | -15 | -11 | 10 | 9

(cont.)
cpd | molecule | M1 antag | CHRM1 agonist | OXTR agonist | V1R ag counter | TAAR1 ag
9 | CSCCC(NC(=O)c1ccc(Cl)cc1Cl)C(=O)OCC(N)=O (configuration not stated) | -1 | -4 | -1.0 | -0.8 | 0
10 | N#C/C(C(N)=O)=C1/SC(Cc2ccc(F)cc2)C(=O)N1c1ccccc1 (configuration not stated) | -4 | 0 | 5.2 | 3.1 | 6
11 | COC(=O)c1ccc(N2CCN(c3ccccc3)CC2)c(NC(=O)C2CC2)c1 | 3 | -3 | -3.0 | -1.4 | 3
12 | Cc1c(Cl)cccc1NC(=O)CNC(=O)Cc1n[nH]c(=O)c2ccccc12 | -6 | -3 | -0.1 | 0.6 | 3
13 | CCOC(=O)C1=C(C)NC(=O)NC1c1ccsc1 (configuration not stated) | -17 | -3 | -0.3 | 0.7 | 5
14 | N#Cc1c(Cl)cccc1-n1ccnc1 | -1 | -1 | -0.4 | 1.0 | 4
15 | CCOc1ccc(/C=N/OCC(=O)Nc2cc(C)on2)cc1 | 6 | -2 | 6.4 | 2.4 | 20
16 | O=C(NC1CCCCC1)c1ccc(CNc2ccccc2)o1 | 4 | -2 | -1.7 | -0.3 | 5

cpd | OXTR potentiator | CHO parental Ca | CHRM1 PAM | TAAR1 antag
9 | -6 | -8 | 1 | -14
10 | -6 | -5 | 3 | -8
11 | 4 | -9 | 4 | -5
12 | 2 | -4 | 1 | 8
13 | -3 | -3 | 16 | 2
14 | -6 | 0 | 3 | 10
15 | -13 | -9 | -4 | -24
16 | -1 | -24 | 2 | 14

(continued)
cpd | molecule | M1 antag | CHRM1 agonist | OXTR agonist | V1R ag counter | TAAR1 ag
17 | CCC1c2ccc(C)n2CCN1C(=O)Nc1ccc(F)cc1 (configuration not stated) | 6 | -3 | 0.4 | 1.6 | 11
18 | CC1CN(CC(=O)NCc2ccccc2)CC(C)O1 (configuration not stated) | -16 | 1 | 0.2 | 1.0 | 0
19 | O=C(CN(Cc1ccc2c(c1)OCO2)C(=O)CNC(=O)c1ccco1)NC1CCCCC1 | 0 | -2 | -1.8 | 0.4 | 13
20 | CC(C)(C)c1ccc(NC(=O)CCNC(=O)c2ccco2)cc1 | -3 | -5 | 1.2 | 1.2 | 2
21 | COc1ccc(-n2nnnc2SCC(=O)NCCc2ccccc2)cc1OC | -3 | -3 | -1.6 | -0.7 | 4
22 | Cc1cc(O)ccc1N/C=C(\C#N)c1nc2ccccc2o1 | -5 | -4 | -0.1 | -0.3 | 6
23 | COc1ccc(S(=O)(=O)N2CCCC(C(=O)NCc3cccnc3)C2)cc1 (configuration not stated) | 13 | -8 | -0.7 | -0.2 | 8
24 | Cc1ccc(S(=O)(=O)N2CCC(C(=O)Nc3ccc4c(c3)COC4=O)CC2)cc1 | -3 | -3 | 3.8 | 4.5 | 10

cpd | OXTR potentiator | CHO parental Ca | CHRM1 PAM | TAAR1 antag
17 | -14 | -23 | -3 | 24
18 | -3 | -1 | 11 | 0
19 | -12 | -8 | 4 | -13
20 | -3 | -8 | 6 | 14
21 | -13 | -12 | 3 | 2
22 | -17 | -14 | 8 | 17
23 | 0 | -14 | -3 | -9
24 | -10 | -24 | 1 | -3

Next part.
cpd | molecule | M1 antag | CHRM1 agonist | OXTR agonist | V1R ag counter | TAAR1 ag
25 | C[C@@H](C(=O)Nc1ccccc1N1CCOCC1)N1C(=O)C2CCCCC2C1=O (some centres not stated) | -3 | -1 | 1.9 | 1.5 | 7
26 | Cc1ccc(C(=O)OCC(=O)c2ccc(Br)cc2)cc1S(=O)(=O)N1CCOCC1 | 13 | -3 | . | . | 4
27 | COc1cc(OC)cc(-c2c(C#Cc3ccsc3)c3cc(-c4ccc(N(C)C)nc4)ccc3n2C)c1 | -13 | 1 | -0.5 | 0.8 | 10
28 | CC(C)NS(=O)(=O)c1ccc(CCC(=O)NCc2ccncc2)cc1 | 11 | -13 | 0.9 | 0.7 | 2
29 | CCCCCn1c(CN2CCN(C)CC2)nc2c1c(=O)n(C)c(=O)n2C | -6 | -9 | 1.9 | 6.1 | 1
30 | Cc1cc(NC(=O)CCC(=O)N(CC(=O)NCC2CCCO2)c2cccc(C)c2C)no1 (configuration not stated) | -2 | 0 | 0.2 | 0.0 | 2
31 | O=C(c1ccccc1F)N1CCc2ccccc21 | -16 | -2 | -2.0 | -0.8 | 7
32 | C/C(=N\NC(=O)c1ccc(Cl)c(Cl)c1)c1ccc(Br)s1 | -10 | -5 | -0.6 | -0.2 | -3

cpd | OXTR potentiator | CHO parental Ca | CHRM1 PAM | TAAR1 antag
25 | -8 | -9 | 8 | -24
26 | . | . | -13 | 23
27 | -4 | -12 | 8 | -2
28 | 6 | -3 | -7 | -10
29 | -4 | -5 | 4 | -8
30 | -2 | -3 | 5 | -11
31 | -2 | -8 | 14 | -8
32 | 2 | -9 | 3 | 19

Structural class, the entries above containing a furan ring, fused or not (three)
cpd | molecule | M1 antag | CHRM1 agonist | OXTR agonist | V1R ag counter | TAAR1 ag
16 | O=C(NC1CCCCC1)c1ccc(CNc2ccccc2)o1 | 4 | -2 | -1.7 | -0.3 | 5
19 | O=C(CN(Cc1ccc2c(c1)OCO2)C(=O)CNC(=O)c1ccco1)NC1CCCCC1 | 0 | -2 | -1.8 | 0.4 | 13
20 | CC(C)(C)c1ccc(NC(=O)CCNC(=O)c2ccco2)cc1 | -3 | -5 | 1.2 | 1.2 | 2

cpd | OXTR potentiator | CHO parental Ca | CHRM1 PAM | TAAR1 antag
16 | -1 | -24 | 2 | 14
19 | -12 | -8 | 4 | -13
20 | -3 | -8 | 6 | 14

Continued.
cpd | molecule | M1 antag | CHRM1 agonist | OXTR agonist | V1R ag counter | TAAR1 ag
33 | CC(c1ccccc1)C(OC(=O)c1cccc([N+](=O)[O-])c1C(=O)O)c1ccccc1 (configuration not stated) | 6 | -4 | . | . | 0
34 | CC1(C)CC2CC(C)(CN2Cc2c(O)ccc3ccccc23)C1 (configuration not stated) | -2 | -6 | 0.3 | 1.9 | 3
35 | O=C(CCSCCC(=O)NCc1ccco1)NCc1ccco1 | . | . | -0.1 | 0.4 | 2
36 | CCCCCCSc1cccc(-c2nc3cc(C)ccn3c2NC2CCCCC2)c1 | 8 | -1 | 0.5 | 0.7 | 3
37 | O=C(NCc1ccco1)C(c1ccncc1)N(CCC1=CCCCC1)C(=O)Cn1nnc2ccccc21 (configuration not stated) | -3 | -4 | -0.7 | -0.3 | 2
38 | CCOc1ccc(NCc2nnc(SCc3ccc(Cl)cc3)n2-c2ccccc2)cc1 | 4 | 1 | -1.3 | -0.6 | 1
39 | Cc1ccc(SCC(=O)c2sc(-c3ccccc3)nc2C)cc1 | -5 | -1 | 0.0 | 2.4 | 8
40 | COc1ccccc1N1CCN(C2CCCN(C(=O)c3oc(C)cc3C)C2)CC1 (configuration not stated) | -1 | -6 | -0.9 | -0.5 | -1

cpd | OXTR potentiator | CHO parental Ca | CHRM1 PAM | TAAR1 antag
33 | . | . | -3 | -8
34 | -12 | -10 | 6 | 10
35 | 2 | 0 | . | 20
36 | -6 | -8 | 10 | -4
37 | -9 | -32 | 3 | 4
38 | -4 | -36 | 2 | 4
39 | -6 | -24 | 3 | 5
40 | 0 | -28 | 5 | -14

Entries by screen from the list.
Nos. 35–39 in OXTR potentiator read 2, -6, -9, -4, -6
Nos. 35–39 in TAAR1 ag read 2, 3, 2, 1, 8

Other results:
cpd | molecule | M1 antag | CHRM1 agonist | OXTR agonist | V1R ag counter | TAAR1 ag
41 | Cc1onc(-c2ccccc2Cl)c1C(=O)NCc1ccc(N2CCCC2=O)cc1 | -8 | -4 | 0.7 | 1.4 | 1
42 | COc1ccccc1/C=C\C=N\n1c(C2CCCCC2)n[nH]c1=S | 3 | -2 | -1.1 | -0.8 | 14
43 | CCNC(=S)Nc1cc(OCC)c(NC(=O)c2ccco2)cc1OCC | -2 | -7 | -1.1 | 0.9 | 5
44 | COc1cc(Br)cc(C=Nc2cccc(C(F)(F)F)c2)c1O | -4 | -4 | 1.3 | 0.5 | 4
45 | COc1ccc([N+](=O)[O-])cc1NC(=O)CC(C)c1ccccc1 (configuration not stated) | 13 | -6 | -1.6 | -0.8 | 4
46 | COc1cccc(Nc2nc(C(N)C3CCCCC3)cs2)n1 (configuration not stated) | -5 | 5 | . | . | 53*
47 | COCCN(C/C=C/c1ccccc1)C/C=C/c1ccccc1 | 18 | -10 | -2.2 | 0.1 | 5
48 | CC1CN(C(=O)CN(C)S(=O)(=O)c2ccc3ccccc3c2)CC(C)O1 (configuration not stated) | 8 | -5 | -0.6 | 0.5 | 0

cpd | OXTR potentiator | CHO parental Ca | CHRM1 PAM | TAAR1 antag
41 | -19 | -8 | 7 | -8
42 | -4 | -23 | 3 | -1
43 | -5 | -17 | 6 | 0
44 | -3 | 19 | 1 | -15
45 | -14 | -13 | -3 | -7
46 | . | . | 3 | 15
47 | -8 | -20 | -16 | -4
48 | -11 | -8 | -6 | -10
